# NCI-60 one-dose screen, 48 h, at 10 µM unless noted. Numbers give growth in % (100 = growth as untreated, 0 = no growth, -100 = all killed).
# UO-31: UO-31 renal cancer. AID 1794768. hit rate 5.2% among 81,000
# IGROV1: IGROV1 ovarian cancer | AID 1794786 | hit rate 4.7% among 79,000
# SN12C: SN12C renal cancer cells; hit rate 3.8% among 81,000; AID 1794767
# RXF 393: RXF 393 renal cancer cells; hit rate 6.9% among 77,000
# ACHN: ACHN renal cancer. hit rate 4.9% among 81,000
# TK-10: TK-10 renal cancer cells | hit rate 3.9% among 81,000 | AID 1794769
# 786-0: 786-0 renal cancer cells | AID 1794775 | hit rate 5.1% among 81,000
# SK-OV-3: SK-OV-3 ovarian cancer cells. hit rate 3.2% among 80,000
# * hit, by the source's call; . = not tested or not shown; & = joins results of further samples. How the source made its calls: active means growth percent below 10; inactive means the rest.
SMILES,UO-31,IGROV1,SN12C,RXF 393,ACHN,TK-10,786-0,SK-OV-3
COCC(=O)N[C@@H](Cc1ccc(-c2cc(Cl)cc(Cl)c2)cc1)[C@H](O)[C@@H](O)C(=O)O,74,100,98,110,.,93,112,89
c1ccc2c(N3CCOCC3)c3c(nc2c1)CCCC3,88,108,103,101,106,98,105,98
O=C1OCC/C1=C\c1ccccc1,84&90,91&111,102&100,100&92,107&87,107&116,102&99,104&118
CCOc1c(C=O)cccc1OC,.,.,104,101,115,115,106,106
O=C(/C=C/c1ccco1)c1ccc(Cl)cc1,91,100,99,124,103,102,81,106
CN(C)c1ccc(C=C2C(=O)OC(C)(C)OC2=O)cc1,94,107,89,101,111,93,106,112
COC1=CC2C(O)c3ccccc3N3C(=O)CCC23C=C1 (centres undefined),72,100,98,133,96,123,103,132
CN(C)c1ccc2nc3ccc(N)cc3[n+](-c3ccccc3)c2c1,31&62,14&13,-36*,73&66,31&73,21,39&56,31&74
N#Cc1c(-c2cccc(Cl)c2)cc(-c2ccc3ccccc3c2)[nH]c1=O,98,108,81,99,103,109,76,116
CCc1ccc(S(N)(=O)=O)cc1,89,114,103,97,107,100,97,109
CO[C@@]1(NC(=O)Cc2cccs2)C(=O)N2C(C(=O)O)=C(COC(N)=O)CS[C@@H]21,83,118,100,.,97,104,96,110
O=C(O)CN1C(=O)C=CC1=O,92,100,106,99,104,97,103,105
COc1cccc(C2CC(c3cc(OC)c(OC)c(OC)c3)=NN2)c1 (centres undefined),95,99,92,84,94,106,87,90
CCOc1nsc(OCC)n1,77,.,94,99,107,104,102,103
O=C(CI)NC(=O)NC(=O)NCCc1ccc(O)cc1,97,.,97,118,97,103,106,101
CCOC(=O)c1ccc(NC(=O)CCCN(CC)CC)cc1,89,107,106,130,.,88,87,109
CCS/C(Nc1ccccc1)=C(\C#N)C(=O)Nc1ccccc1,76,105,94,101,102,77,88,88
O=C(NC1CC1)c1cnn2c1NC(c1ccc(F)cc1)C2 (centres undefined),86,100,96,118,98,111,104,.
CN(C)c1ncnc2[nH]ncc12,73&83,102&104,103&82,122&107,105&101,99&130,107&102,111&99
O=C(Nc1cccc(-n2cc(-c3ccncc3)c(-c3ccc(O)c(Cl)c3)n2)c1)c1ccc2c(c1)OCCO2,43,90,72,25,54,79,46,96
CCOc1ccc(NC(=O)CSc2nn3c(=O)c(C(C)(C)C)nnc3s2)cc1,89,57,107,97,107,132,98,107
CC(C)c1ncc([N+](=O)[O-])n1C,85,.,109,115,102,114,108,112
C/C=C1\C[C@]23CC[C@]4(C)[C@H](CC[C@@H]5[C@@]6(C)CC[C@H](O)C(C)(C)[C@@H]6CC[C@]54C)[C@H]2[C@H](C)C1(C)OC3,93,116,107,118,113,99,97,114
O=C1c2ccccc2C(=O)N1CC1CO1 (centres undefined),69,103,93,115,99,105,109,89
O=C1c2ccccc2C(=O)N1Cc1nnnn1-c1ccc(Br)cc1,70,97,98,128,97,100,101,104
CO[C@@H]1[C@@H](OC)N(S(=O)(=O)c2ccc(Cl)cc2)C(=O)N1S(=O)(=O)c1ccc(Cl)cc1,61,77,86,112,90,92,83,93
CCCS(=O)(=O)Nc1ccc(F)c(C(=O)c2c[nH]c3ncc(-c4ccc(Cl)cc4)cc23)c1F,19,22,50,-12*,24,24,19,-0.5*
COc1cc(/C=C2/Oc3cc4occc4c(OC)c3C2=O)ccc1OCC(=O)Nc1ccncc1,70,96,104,118,.,127,101,93
NS(=O)(=O)c1ccc(NC(=O)CSc2nc3ccccc3c(=O)n2-c2ccccc2)cc1,83,98,98,98,97,99,98,.
O=c1[nH]nc(CSc2ccccn2)c2ccccc12,99,112,97,105,111,92,99,108
O=C(CSc1nnc(-c2ccc(NC(=O)c3cccnc3)cc2)o1)N[C@@H](Cc1ccccc1)C(=O)O,83,100,97,112,95,97,94,93
Nc1ccc(C2=NN(c3ccccc3)C(c3ccc(Cl)cc3)C2)cc1 (centres undefined),55,94,77,.,82,74,78,90
Cc1ccc(-c2nc(/C=C3/C(=O)N(C)c4ccc(F)cc43)c3ccccn23)cc1,86,.,96,98,88,128,107,105
O=C(O)CCCCn1c(-c2ccc(Cl)cc2)nc(-c2ccccc2)c1-c1ccccc1,63,92,.,93,59,80,81,88
COc1ccc2c(c1)C(C)Cc1c(ncnc1-n1cnc3cc(C)ccc31)N2C (centres undefined),43,28,30,36,29,54,12,20
O=C1C(c2cccc3ccccc23)=C(c2c[nH]c3ncccc23)C(=O)N1O,66,89,101,90,87,106,82,89
COc1ccc(/C=C2\CN(C(=O)C(Cl)Cl)C/C(=C\c3ccc(OC)cc3)C2=O)cc1,-98*,-51*,-39*,-68*,-58*,20,-48*,42
Cc1cc(Nc2cccc(F)c2)nc(NCc2ccccc2)n1,21,27,17,77,17,36,46,81
COc1cccc(/C=C(/C(C)=O)C(=O)c2ccccc2)c1,75,91,90,96,88,103,95,100
COc1ccc(/C=N/n2c(COc3ccccc3)nc3ccccc3c2=O)cc1OC,62,102,51,.,64,94,56,98
O=C1NCCN(C(C(=O)NC23CC4CC(CC(C4)C2)C3)c2c[nH]c3ccccc23)C(=O)c2ccccc21 (centres undefined),66,87,92,104,87,126,85,103
O=c1ccn(CCC(CO)CO)c(=O)[nH]1,93,110,94,95,98,99,103,150
CCOC(=O)CCNCc1ccccc1,93,113,100,114,96,119,108,108
O=C(COc1ccc(NC(=O)Nc2ccccc2)cc1)N=Nc1c(O)[nH]c2ccc([N+](=O)[O-])cc12,80,22,9.1*,33,96,116,17,57
CCOC(=O)c1csc(NC(=O)C(C)Sc2nc3sc4c(c3c(=O)n2-c2ccc(Cl)cc2)CCCC4)n1 (centres undefined),59,82,85,122,97,102,92,104
CC(=O)c1c(C)nc2ccccc2c1/C=C/c1cccc(C)c1,56,48,68,73,74,80,80,70
O=C(O)c1cccc(F)n1,96,106,102,119,104,106,107,102
O=C(O)c1ccc(-n2cc(CNc3ccccc3)c(-c3cc(C(F)(F)F)cc(C(F)(F)F)c3)n2)cc1,69,86,79,78,79,93,87,100

# Gathered by group: those above with two or more sulfur atoms.
SMILES,UO-31,IGROV1,SN12C,RXF 393,ACHN,TK-10,786-0,SK-OV-3
CO[C@@]1(NC(=O)Cc2cccs2)C(=O)N2C(C(=O)O)=C(COC(N)=O)CS[C@@H]21,83,118,100,.,97,104,96,110
CCOc1ccc(NC(=O)CSc2nn3c(=O)c(C(C)(C)C)nnc3s2)cc1,89,57,107,97,107,132,98,107
CO[C@@H]1[C@@H](OC)N(S(=O)(=O)c2ccc(Cl)cc2)C(=O)N1S(=O)(=O)c1ccc(Cl)cc1,61,77,86,112,90,92,83,93
NS(=O)(=O)c1ccc(NC(=O)CSc2nc3ccccc3c(=O)n2-c2ccccc2)cc1,83,98,98,98,97,99,98,.
CCOC(=O)c1csc(NC(=O)C(C)Sc2nc3sc4c(c3c(=O)n2-c2ccc(Cl)cc2)CCCC4)n1 (centres undefined),59,82,85,122,97,102,92,104

# (more compounds)
SMILES,UO-31,IGROV1,SN12C,RXF 393,ACHN,TK-10,786-0,SK-OV-3
CC(=O)NS(=O)(=O)OC[C@H]1O[C@@H](n2cnc3c(N)ncnc32)[C@H](O)[C@@H]1O,92,111,101,120,122,96,87,83
CN(Cc1cnc2nc(N)nc(N)c2n1)c1ccc(C(=O)N[C@@H](CCc2nn[nH]n2)c2nn[nH]n2)cc1,43,46,36,71,34,56,27,83
O=C(Oc1ccccc1)c1ccccc1Cl,97,109,107,110,102,111,101,101
CC(C)CC(NC(=O)C(Cc1ccccc1)NC(=O)C1CCCN1C(=O)OCc1ccccc1)C(=O)OC(C)(C)C (centres undefined),84,105,103,98,99,101,101,103
CCCNC(=O)NCN1C(=O)c2cccc3cccc(c23)C1=O,94,92,102,98,111,79,99,92
O=C(CCc1nc2sc3c(c2c(=O)[nH]1)CCC3)NCc1cn(-c2ccccc2)nc1-c1ccccc1,99,93,.,49,81,89,98,68
CS(=O)(=O)c1ccc(-c2cc(-c3nnc(SCC(=O)Nc4ccc(C(=O)/C=C/c5ccc(Cl)cc5)cc4)n3-c3ccccc3)c3ccccc3n2)cc1,72,92,91,92,98,99,93,110
COc1ccccc1NC(=O)Nc1cnc(Nc2ccc(N3CCOCC3)cc2)nc1Oc1ccc(C)cc1OC,70,91,91,88,94,95,98,97
O=c1cc(-c2ccccc2O)oc2c(O)c(O)ccc12,90,113,96,102,103,120,109,118
CCOC(=O)C(=CNc1cnc(Nc2ccc(N3CCOCC3)cc2)nc1Oc1ccc(OC)cc1)C(=O)OCC,11,27,27,89,19,-26*,31,55
COc1cc(CNC(=O)[C@]23CCC(C)(C)CC2C2=CCC4[C@@]5(C)CCC(OC(C)=O)C(C)(C)C5CC[C@@]4(C)[C@]2(C)CC3)ccc1OCc1cn(-c2ccc(Cl)cc2Cl)nn1 (some centres undefined),80,93,94,116,101,134,107,112
NNc1nc2nc(-c3ccc(Cl)cc3)cc(-c3ccc(F)cc3)c2c(=O)[nH]1,81,104,83,100,.,89,92,103
COc1cc(-c2cc(/C=C3\C(=O)Nc4ccc(Cl)cc43)[nH]n2)cc(OC)c1OC,9.6*,-10*,7.0*,69,24,28,62,83
O=C1C(Cl)=C(Cl)C(=C2C(Cl)=C(Cl)C(=O)C(Cl)=C2Cl)C(Cl)=C1Cl,89,107,99,111,91,91,101,103
Cc1ccc(C(=O)Nc2ccc(CN3CCN(C)CC3)c(C(F)(F)F)c2)cc1C#Cc1cnc2cccnn12,-94*,-65*,-93*,-95*,-100*,-99*,-91*,-94*
CCOC(=O)c1cccnc1Nc1ccc(NC(=O)Nc2c(Cl)cccc2Cl)cc1,76,96,82,103,78,150,77,90
NC(=S)N/C=C\c1nc2ccccc2[nH]c1=O,95,106,103,106,111,107,107,108
O=S(=O)(Nc1nccs1)c1ccc(Nc2nc(O)c(/C=C3\C=Nc4ccccc43)s2)cc1,67,77,97,118,89,128,101,102
O=C(N/N=C\c1ccc(Cl)cc1)c1ccc2nc(-c3ccc(Cl)cc3)[nH]c2c1,72,69,99,88,91,154,103,93
COc1cc2nc(Sc3ncccc3C(=O)O)n(-c3ccccc3)c(=O)c2cc1OC,88,102,99,97,108,120,115,112
COc1ccc(-c2nn(-c3cccc(NC(=O)c4ccc(Cl)c(Cl)c4)c3)cc2-c2ccncc2)cc1Cl,48,85,87,66,79,85,80,82
COc1ccc(OCCC(=O)O)cc1,93,129,99,100,107,99,108,115
C=C1C(=O)O[C@H]2[C@H]1CC/C(COC(=O)C(=O)c1cn(C)c3ccc(Cl)cc13)=C\CC[C@@]1(C)O[C@@H]21,-94*,-72*,-69*,-97*,-92*,-91*,-98*,-35*
c1cc2[nH]ncc2cc1-c1nc2ccc3[nH]ncc3c2c2c1CCCC2,-0.2*,8.6*,21,-16*,9.5*,8.1*,20,-25*
COc1ccc(-c2nc(N=Nc3c(O)[nH]c4ccc(Br)cc34)nc(N3CCOCC3)c2C#N)cc1,78,90,97,.,103,110,96,98
CC(C)C1(c2ccsc2)NC(=O)NC1=O (centres undefined),85,.,87,84,99,84,149,103
Oc1ccccc1C=Nc1ccccc1N=Cc1ccccc1O,77,79,89,99,79,93,99,97
COc1ccc(-c2c(N)noc2-c2cc(OC)c3c(c2)OCCO3)cc1,41,25,31,39,22,78,13,8.6*
CCOC(=O)CNC,107,.,96,108,91,126,101,106
CCC(=O)N(C)C1(C#N)CCCCC1,96,107,97,122,114,105,100,98
Cc1ccc(=O)n(-c2ccc(Br)cc2F)c1,91,98,107,103,95,.,99,90
CC(=O)NC(C)(C)C#N,.,.,98,.,97,110,92,106
CN1CCN(c2cc(-c3ccncc3)c(-c3ccc4ccccc4c3)nn2)CC1,73,96,93,.,92,103,87,88
CC(=O)[C@H]1CC[C@H]2[C@@H]3CC[C@@H]4C[C@H](OC(=O)CCC(=O)O)CC[C@]4(C)[C@H]3CC(=O)[C@]12C,87,110,99,105,126,106,101,97
O=C(/N=C/C(Cl)(Cl)Cl)Nc1ccc(Cl)cc1,93,112,108,123,108,91,102,100
O=C(Nc1ccc(Br)cc1)Nc1cccc(-c2cc(=O)c3ccccc3o2)c1,94,106,97,105,102,82,94,110
CN(C)CCCC(C#N)(c1ccccc1)c1ccccc1,92,121,95,113,104,109,101,104
CCCCCC1CCCCN1C(=O)OCC(C)C (centres undefined),85,.,89,88,101,90,154,111
CCOC(=O)OC(C#N)c1ccccc1 (centres undefined),104,109,99,126,106,99,97,99
C=CCOC(=O)C(C(=O)Cc1ccccc1)c1ccccc1 (centres undefined),85,112,99,119,104,110,104,103
Nc1ccccc1SC1CC(=O)N(c2cccc(Cl)c2)C1=O (centres undefined),63,96,98,90,90,121,100,102
CCOP(=O)(CCCc1cc(OC)c2c(c1OC)OCO2)OCC,92,96,99,.,103,105,102,132
CC(C)Cc1ccc(CC(C)C)c(OCCOCCOCCO)c1,95,116,88,.,98,130,104,112
O=C(Nc1ccc(Nc2ccncc2)cc1)c1ccc(Nc2ccnc3ccc([N+](=O)[O-])cc23)cc1,96,97,113,116,100,140,99,89
O=C(CCc1nnc2sc(=S)[nH]n12)c1nc2ccccc2[nH]1,77,94,103,110,99,126,101,108
COc1ccc(/C(=C/c2ccc3ccccc3c2)c2nn[nH]n2)cc1OC,41,49,37,-13*,54,54,40,39

# Reprinted at random: 3 entries already listed
SMILES,UO-31,IGROV1,SN12C,RXF 393,ACHN,TK-10,786-0,SK-OV-3
NNc1nc2nc(-c3ccc(Cl)cc3)cc(-c3ccc(F)cc3)c2c(=O)[nH]1,81,104,83,100,.,89,92,103
COc1cc(/C=C2/Oc3cc4occc4c(OC)c3C2=O)ccc1OCC(=O)Nc1ccncc1,70,96,104,118,.,127,101,93
CCOC(=O)c1csc(NC(=O)C(C)Sc2nc3sc4c(c3c(=O)n2-c2ccc(Cl)cc2)CCCC4)n1 (centres undefined),59,82,85,122,97,102,92,104

# Screens (PubChem BioAssay)
